MrgX1 PAM = allosterically activates human MrgX1 receptor signaling; AID 588675; MrgX1-HEK293, Fluo-4 calcium flux, FDSS; hits give high values; 0.63% of 310,000 active; B-score at 10 µM; Q96LB2;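 active means plate-corrected calcium response at least 3 library SD above typical, normal starting fluorescence, not activating the receptor alone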;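 further: compound read alongside a low EC10 to EC30 dose of BAM8-22 agonist; peak minus trough fluorescence over baseline measured at the second addition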
TRPC4 inh = blocks the mouse TRPC4 cation channel; HEK293 TRPC4beta/mu-opioid, DAMGO-evoked Fluo4 calcium flux; hits give low values; B-score at 10 µM; 0.39% of 300,000 active; AID 2247;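 active means B-score over 3 SD under the library average, no early fluorescence shift, positive overall ratio signal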
Target sequence (Q9QUQ5 whole entry, looked up): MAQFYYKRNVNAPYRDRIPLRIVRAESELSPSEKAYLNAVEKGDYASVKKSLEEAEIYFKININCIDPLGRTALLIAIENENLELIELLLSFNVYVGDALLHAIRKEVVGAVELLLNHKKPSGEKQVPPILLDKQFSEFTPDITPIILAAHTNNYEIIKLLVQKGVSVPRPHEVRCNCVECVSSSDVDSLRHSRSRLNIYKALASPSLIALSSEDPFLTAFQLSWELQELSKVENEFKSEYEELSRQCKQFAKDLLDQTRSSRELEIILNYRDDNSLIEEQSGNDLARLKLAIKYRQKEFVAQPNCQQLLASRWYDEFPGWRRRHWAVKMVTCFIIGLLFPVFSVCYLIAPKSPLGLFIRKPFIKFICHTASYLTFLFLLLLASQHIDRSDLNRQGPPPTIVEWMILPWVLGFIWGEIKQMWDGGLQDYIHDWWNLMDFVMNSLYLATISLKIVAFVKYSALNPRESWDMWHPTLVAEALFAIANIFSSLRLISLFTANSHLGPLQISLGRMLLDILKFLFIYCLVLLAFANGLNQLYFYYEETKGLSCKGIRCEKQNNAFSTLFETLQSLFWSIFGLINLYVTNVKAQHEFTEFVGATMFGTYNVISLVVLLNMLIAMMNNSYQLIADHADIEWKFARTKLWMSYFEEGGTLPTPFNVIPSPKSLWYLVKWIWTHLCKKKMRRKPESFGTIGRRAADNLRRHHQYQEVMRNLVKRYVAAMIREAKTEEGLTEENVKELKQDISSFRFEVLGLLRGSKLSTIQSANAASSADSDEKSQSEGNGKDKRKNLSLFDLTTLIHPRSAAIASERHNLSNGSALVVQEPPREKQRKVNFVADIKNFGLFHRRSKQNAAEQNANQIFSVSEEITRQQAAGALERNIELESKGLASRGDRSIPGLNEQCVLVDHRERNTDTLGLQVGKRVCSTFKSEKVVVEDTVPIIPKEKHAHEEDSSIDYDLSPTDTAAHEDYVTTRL
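Material: HEK293 cells with stable TRPC4beta plus mu-opioid receptor expression / Probe or stimulus: DAMGO in two steps, submaximal then maximal / Compound: single concentration per test compound / Technique: kinetic Fluo4 fluorescence imaging of calcium influx / Read-out: per-well B score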
TRPC4 act = TRPC4 (mouse) channel activation; 0.49% of 310,000 active; Q9QUQ5; B-score at 10 µM; HEK293 TRPC4beta/mu-opioid, Fluo4 calcium fluorescence; hits give high values; AID 2237;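 active means B-score above 5 SD of library B-scores, and initial fluorescence ratio not above library mean plus 5 SD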;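 further: positive B-score marks a calcium rise read as TRPC4 activation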
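Incubation: 45 min room-temperature Fluo4 loading, 110 s read / System: HEK293 cells stably co-expressing mouse TRPC4beta and mu-opioid receptor / Signal: Fluo4 fluorescence, kinetic / Control set: buffer (low) and maximal DAMGO (high) / Measure: integrated baseline-normalised fluorescence ratio, converted to per-well B score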
MrgX1 agonist = agonists of human MrgX1 receptor. Q96LB2. MrgX1-HEK293 cells, Fluo-4 calcium fluorescence, agonist mode; hits give high values. AID 588627. 0.44% of 310,000 active. B-score at 10 µM;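 active means calcium response B-score plate-corrected fluorescence ratio at least 3 library SD, with starting fluorescence B-score inside 5 SD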
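Material: HEK293 cells stably expressing human MrgX1 receptor | Quantity: 15,000 cells per well | Times: Cells plated overnight, dye loaded 0.5 h 37 °C, 0.5 h room temperature | Measured by: Kinetic Fluo-4 NW fluorescence of intracellular calcium | Control set: Positive and negative controls per plate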
TRPC6 activator = activates the mouse TRPC6 cation channel. B-score at 10 µM. AID 2550. 0.13% of 310,000 active. HEK293-TRPC6 membrane potential dye fluorescence; hits give high values;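 active means B-score of the integrated fluorescence ratio above library mean plus 3 SD, and starting fluorescence ratio within library mean plus 5 SD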;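 further: higher score means more depolarization so channel activation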
MrgX1 antag = human MrgX1 receptor antagonism, primary screen | AID 588676 | Q96LB2 | 1.3% of 310,000 active | B-score at 10 µM | MRGX1-HEK293 calcium flux, Fluo-4, BAM8-22 antagonism; hits give low values;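 active means calcium-response B-score plate-corrected more than 3 library SD below zero, starting fluorescence within 5 deviations, no agonist response on first addition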;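 further: peak minus trough fluorescence over baseline after final BAM8-22 challenge near maximal dose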
TRPC6 inhibitor = inhibitors of mouse TRPC6 channel; AID 2553; B-score at 10 µM; Q61143; HEK293-TRPC6, membrane potential dye, ACh-evoked depolarization; hits give low values; 1.1% of 310,000 active;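 active means B-score under library mean minus 3 SD, initial fluorescence not abnormally high, positive integrated signal ratio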;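 further: B-score derived from integrated fluorescence ratio over the kinetic read; more negative B-score means stronger inhibition of depolarization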
TMEM16A inh = mouse TMEM16A channel inhibition, primary screen; Q8BHY3; HEK293 TMEM16A/YFP iodide influx fluorescence, ionomycin; normalized B-score (activity score, 25-100; higher = stronger inhibition) at 10 µM; 1.2% of 310,000 active;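 active means ratio plate-corrected score three or more library SD toward inhibition, starting fluorescence score within five deviations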;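 further: score derived from kinetic fluorescence span divided by baseline fluorescence per well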
SKKanGAS inh = SKKanGAS growth inhibition; AID 1662; S. pyogenes SKKanGAS, kanamycin growth, BacTiter-Glo, 6 h; inhibition, % at 7.5 µM; 1.3% of 300,000 active;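 active means mean replicate score, as percent of positive control median, at least 50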;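 further: strain carries kanamycin resistance gene driven by streptokinase promoter and grows in 40 µg/ml kanamycin; loss of luminescence reflects streptokinase promoter inhibition or plain growth inhibition; 0% = median of DMSO wells and 100% = positive control at its reference dose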
TMEM16A act = mouse TMEM16A channel activation, primary screen; Q8BHY3; 0.3% of 340,000 active; B-score at 10 µM; AID 623877; HEK293 TMEM16A/YFP-H148Q/I152L, iodide quench fluorescence; hits give low values;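 active means fluorescence-ratio B-score plate-corrected deviation score at least 3 library SD below zero, with starting fluorescence score within 5 deviations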;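 further: channel opened by trigger with iodide after compound preincubation; score built on the fluorescence ratio of max minus min over baseline; more negative score means more quench and so TMEM16A activation or potentiation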
TRPC4 potent = allosterically enhances the mouse TRPC4 cation channel | Q9QUQ5 | HEK293 TRPC4beta/mu-opioid, DAMGO EC20, Fluo-4 Ca2+ flux; hits give high values | B-score at 10 µM | 0.42% of 310,000 active | AID 2227;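 active means B-score of calcium response area above 5 SD of library B-scores, with initial fluorescence ratio within 5 SD of library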;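 further: B-score of integrated fluorescence ratio over time as area under calcium response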
* = called active by the depositor; i = inactive; / = no result given.

structure	MrgX1 PAM	TRPC4 inh	TRPC4 act	MrgX1 agonist	TRPC6 activator	MrgX1 antag	TRPC6 inhibitor	TMEM16A inh	SKKanGAS inh	TMEM16A act	TRPC4 potent
Cc1ccc(NC(=O)C(C)OC(=O)CCC2CCCCC2)cc1 (centres undefined)	i	i	i	i	i	i	i	i	-1.5	i	i
O=C(CC1C(=O)NCCN1C(=O)c1ccc([N+](=O)[O-])cc1)Nc1cccc(Cl)c1 (centres undefined)	i	i	i	i	i	i	i	i	2.3	i	i
O=C(COc1ncnc2ccccc12)Nc1cccc(S(=O)(=O)N2CCOCC2)c1	i	i	i	i	i	i	i	i	-5.2	i	i
CCN(CC)CC(O)Cn1c(C)c(-c2ccccc2)c2cc([N+](=O)[O-])ccc21 (centres undefined)	i	i	i	i	i	i	i	i	2.4	i	i
O=C(N[C@@H](Cc1ccc(O)cc1)C(=O)O)c1ccc(C(F)(F)F)cc1	i	i	i	i	i	i	i	i	0.9	i	i
CCCCSc1nnc(-c2ccccc2N)c(=O)[nH]1	i	i	i	i	i	i	i	i	10.5	i	i
CCOC(=O)c1cc(CC)sc1NC(=O)CC1SC(N)=NC1=O (centres undefined)	i	i	i	i	i	i	i	i	0.9	i	i
COC(=O)CCC(=O)N1CCCC(CNS(=O)(=O)c2ccc(OC)cc2)C1 (centres undefined)	i	i	i	i	i	i	i	i	4.0	i	i
O=C(NNC(=O)C1CC1)c1cc(Cl)nc2ccccc12	i	i	i	i	i	i	i	i	18.3	i	i
O=Cc1cn(CC(=O)N2CCc3ccccc32)c2ccccc12	i	i	i	i	i	i	i	i	-2.4	i	i
NS(=O)(=O)c1ccc(NC(=O)Cn2nc(C(=O)O)c3ccccc3c2=O)cc1	i	i	i	i	i	i	i	i	-3.0	i	i
CCCc1nc(SCC(=O)c2ccccc2)c2c(=O)n(C)c(=O)n(C)c2n1	i	i	i	i	i	i	i	i	3.1	i	i
CNC(=S)N1CCN(C(c2ccccc2)c2ccccc2)CC1	i	-6*	50*	i	i	i	i	i	-10.9	i	i
CCCCCC(=O)Nc1ccc(-c2cn3cccnc3n2)cc1	i	i	i	i	i	i	i	i	3.7	i	i
Cc1ccc(NS(=O)(=O)c2ccc(CCC(=O)NCc3ccccn3)cc2)cc1	i	i	i	i	i	i	i	i	0.1	i	i
O=C(c1c[nH]c2ccccc12)N1CCN(Cc2ccccc2)CC1	i	i	i	i	i	i	i	i	0.8	i	i
CN(C(=O)/C=C/c1ccc([N+](=O)[O-])s1)c1ccccc1	i	i	i	i	i	i	i	i	1.7	i	i
COc1cc(/C=C2\C(=O)ON=C2c2ccccc2)cc(OC)c1OC	i	i	i	i	i	i	i	i	-13.1	i	i
CC(=O)N1CCc2cc(S(=O)(=O)Nc3ccccc3N3CCN(C)CC3)ccc21	i	i	i	i	i	i	i	i	-6.4	i	i
CN(C)CCN(C(=O)c1ccc(S(=O)(=O)N(C)c2ccccc2)cc1)c1nc2cc3c(cc2s1)OCO3	i	i	i	i	i	i	i	i	10.1	i	i
Cc1cc(C)cc(NS(=O)(=O)c2ccc(NC(=S)NC(=O)c3ccc(Br)o3)cc2)c1	i	i	i	i	i	i	i	i	37.6	i	i
CCc1nn(-c2cc(Oc3ccccc3)nc(-c3ccccc3)n2)c(N)c1C#N	i	i	i	i	i	i	i	i	-3.0	i	i
COc1ccc(C(=O)Nc2cccnc2)cc1	i	i	i	i	i	i	i	i	-1.7	i	i
O=C(Nc1ccccc1C(=O)Nc1ccc(F)cc1)c1ccco1	i	i	i	i	i	i	i	i	-12.7	i	i
COc1ccc(C(=O)NC2CC2)cc1OC1CCN(Cc2ccccc2)CC1	i	i	i	i	i	i	i	i	-13.2	i	i
Oc1ccc(Cl)cc1CNCC1CCCCC1	i	/	/	i	/	i	/	i	/	i	/
COc1ccc(CCNC(=O)COC(=O)Cn2cnc3ccccc32)cc1OC	i	i	i	i	i	i	i	i	14.8	i	i
Cc1cc(NC(=O)COc2ccc(C(C)(C)C)cc2)no1	/	i	i	/	i	/	i	/	8.4	i	i
Cn1c(C(=O)NCCCN2CCN(c3cccc(Cl)c3)CC2)cc2c(=O)n(C)c3ccccc3c21	i	i	i	i	i	i	i	i	14.5	i	i
Cc1cc(NCc2ccccn2)n2nc(C)c(-c3ccccc3)c2n1	i	i	i	i	i	i	i	i	24.6	i	i
CCOc1ccc(C(=O)NCCC(=O)N2CCC3(CC2)NCCc2[nH]cnc23)cc1	i	i	i	i	i	i	i	i	-4.1	i	i
Cc1c(Cl)c([N+](=O)[O-])nn1CC(=O)NCc1ccc(Cl)cc1	i	i	i	i	i	i	i	i	-6.2	i	i
CN(C)CCCN(C(=O)c1ccc([N+](=O)[O-])o1)c1nc2cc3c(cc2s1)OCO3	i	i	i	i	i	i	i	i	2.6	i	i
COC(=O)C1=CN(C(C)C)C=C(C(=O)OC)C1c1cc(Br)c(OC)c(OC)c1	i	i	i	i	i	i	i	i	-0.2	i	i
Cc1cc(OC(=O)c2ccccc2[N+](=O)[O-])c([N+](=O)[O-])c(=O)[nH]1	i	i	i	i	i	i	i	i	-3.6	i	i
CCN1CCN(C(=O)N(Cc2ccc(Cl)cc2)S(=O)(=O)c2ccc(C)cc2)CC1	i	i	i	i	i	i	i	i	-0.7	i	i
Cc1sc2ncnc(N3CCC(C(=O)Nc4ccc(Cl)cc4Cl)CC3)c2c1C	i	i	i	i	i	i	i	i	50.3*	i	i
CC1=C(C(=O)N2CCCC(CCC(=O)NCc3ccccc3F)C2)OCCO1 (centres undefined)	i	i	i	i	i	i	i	i	-0.1	i	i
Cc1ccc(NC(=O)c2ccc(-n3cncn3)c([N+](=O)[O-])c2)cc1F	i	i	i	i	i	i	i	i	20.0	i	i
CCCn1c(SCC(=O)Nc2ccc3c(c2)CCC3)n[nH]c1=O	i	i	i	i	i	i	i	i	-19.1	i	i
CC1Cc2ccccc2N1C(=O)CCn1c(=O)oc2ccccc21 (centres undefined)	i	i	i	i	i	i	i	i	-6.7	i	i
O=C(Nc1ccc(O)cc1)c1ccc(NC(=O)c2cccs2)cc1	i	i	i	i	i	i	i	i	-1.9	i	i
COc1ccc(NC(=O)CC(C)C)c([N+](=O)[O-])c1	i	i	i	i	i	i	i	i	3.0	i	i
CCCN1CCC(=O)N([C@H](COc2ccccc2)c2ccccc2)CC1	i	/	i	i	i	i	i	i	3.0	i	i
Cc1ccc(C(=O)Nc2ccc(CN3CCCCC3)cc2)c(C)c1	i	i	i	i	i	i	i	i	3.8	i	i
Cc1nn(CC(=O)NC(=O)NC2CCCCC2C)c(=O)c(C#N)c1C (centres undefined)	i	i	i	i	i	i	i	i	-2.9	i	i
CN1CCN(Cc2nc(-c3cccs3)no2)CC1c1ccccc1 (centres undefined)	i	i	i	i	i	i	i	i	-11.7	i	i
CCOc1cc(/C=C(/NC(C)=O)C(=O)O)cc(Cl)c1OCc1ccc(Br)cc1	i	i	i	i	i	i	i	i	-8.0	i	i
CSc1cccc(NS(=O)(=O)c2cn(C)cn2)c1	11.9*	i	i	i	i	i	i	i	5.0	i	i
Oc1ccc2ccccc2c1C=Nc1cc(C(F)(F)F)ccc1N1CCCC1	i	i	i	i	i	i	i	i	15.3	i	i
Cc1cccc(C2CC(c3ccc(Br)cc3)Nc3nc(N)nn32)c1 (centres undefined)	i	i	i	i	i	i	i	i	4.4	i	i
CCCCn1c(N)c(N(CC(C)C)C(=O)CN(C)S(=O)(=O)c2ccc(C)cc2)c(=O)[nH]c1=O	i	i	i	i	i	i	i	i	4.1	i	i
CCN(CC(=O)NCc1ccncc1)S(=O)(=O)c1ccc(OC)cc1	i	i	i	i	i	i	i	i	1.7	i	i
CCOc1nc(CC(C)C)c2c(c1C#N)CC(C)(C)OC2	i	i	i	i	i	i	i	i	-9.0	i	i
COc1ccc(-c2nc(CSCC(=O)NC3CCCc4ccccc43)c(C)o2)cc1 (centres undefined)	i	i	i	i	i	i	i	i	11.2	i	i
CC(=O)N=c1sc2cc(C)ccc2n1C	i	i	i	i	i	i	i	i	-5.5	i	i
CCOC(=O)NC(=O)C(=CNc1cccc(OC)c1)C(=O)NC(=O)OCC	i	i	i	i	i	i	i	i	0.9	i	i
COC(=O)c1ccc2c(=O)n(Cc3ccc4c(c3)OCO4)c(SCC(=O)N3CCCC3)nc2c1	i	i	i	i	i	i	i	i	14.2	/	i
CC1=C(C(=O)OC2CCCCC2)C(c2ccco2)n2ncnc2N1 (centres undefined)	i	i	i	i	i	i	i	i	2.8	i	i
O=C(NC1CCCCC1)NC1CC2CCC(C1)N2C(=O)NC1CCCCC1 (centres undefined)	/	i	i	/	i	/	i	/	-4.1	/	i

New compounds follow
structure	MrgX1 PAM	TRPC4 inh	TRPC4 act	MrgX1 agonist	TRPC6 activator	MrgX1 antag	TRPC6 inhibitor	TMEM16A inh	SKKanGAS inh	TMEM16A act	TRPC4 potent
COc1ccc(O)c(/C=N/c2nc3ccccc3n2C)c1	i	i	i	i	i	i	i	i	-2.1	i	i
CNC(=O)c1sccc1-n1cccc1	i	i	i	i	i	i	i	i	-1.5	i	i
CCOc1ccc(/C=N/NC(=O)CN2CCCCC2)cc1OCC	i	i	i	i	i	i	i	i	4.0	i	i
N#Cc1nc(Cc2ccccc2)oc1NCc1cccnc1	i	i	i	i	i	i	i	i	-3.6	i	i
CN1CCN(CCC(=O)Nc2ccccc2Cl)CC1	i	i	i	i	i	i	i	i	1.8	i	i
COCCCn1c(=O)cc(C)[nH]c1=S	i	i	i	i	i	i	i	i	-6.4	i	i
Cc1cc2cc3c(N)[nH]nc3nc2cc1C	i	i	i	i	i	i	i	i	3.8	i	11*
Cc1nc(NC(=O)COc2ccc(Cl)cc2)sc1C(=O)N(C)C	i	i	i	i	i	i	i	i	-2.0	/	i
